# Compound activity: PubChem, National Center for Advancing Translational Sciences (NCATS)
# SMN2 splice up = SMN2 splice variant enhancement; AID 1458; HEK293 SMN2-luciferase splicing reporter, luminescence, 30-36 h; Potency, µM (series often up to 46.1 µM), for inactives: at the top dose activity change, positive = activation, most hits filed as activators; actives 2.8% (n = 210,000); also: % of control where 0% means no effect; nearly all actives have a fitted effect of over 55% in size
#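 qHTS luciferase splicing reporter: luminescence rises when SMN2 exon 7 is included in transfected HEK293 cells. Compound exposure lasted 30-36 h at 37C, with 4.5 mM final sodium butyrate as control, followed by a ONE-Glo read.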
# KDM4E inh = blocks human JMJD2E demethylase activity. B2RXH2. JMJD2E catalytic domain, FDH-coupled NADH fluorescence (FDH is formaldehyde dehydrogenase). Potency, µM (top dose mostly 57.1 µM), inactives show at the highest dose activity change, negative = inhibition, usual class: inhibitors. actives 1.6% (n = 230,000); active = well fitted inhibition curve with a large enough effect, not every such curve was filed as active; inconclusive = small, poorly fitted or top-dose-only effect, or another doubt; inactive = no such curve, though single readings can be large or run the other way;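 also: 0% = wells with enzyme and -100% = buffer wells without enzyme; nearly all actives have a fitted effect of over 50% in size; many of its hits are not listed in these tables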
# Target sequence (B2RXH2 1-337 limits assumed): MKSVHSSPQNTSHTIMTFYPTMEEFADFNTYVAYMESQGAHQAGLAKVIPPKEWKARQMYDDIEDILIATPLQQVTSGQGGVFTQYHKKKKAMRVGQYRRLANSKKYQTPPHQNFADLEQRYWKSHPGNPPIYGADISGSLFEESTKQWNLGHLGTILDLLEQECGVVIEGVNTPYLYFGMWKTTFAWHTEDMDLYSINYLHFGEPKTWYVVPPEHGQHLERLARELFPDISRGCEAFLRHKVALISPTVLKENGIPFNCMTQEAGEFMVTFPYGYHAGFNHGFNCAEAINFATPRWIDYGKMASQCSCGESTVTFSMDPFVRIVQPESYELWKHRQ
# RGS12 GoLoco inh = blocks human Gai1 binding to RGS12 GoLoco peptide, red readout | Potency, µM (doses to about 61.6 µM), inactives show at the top dose activity, negative = inhibition, usual class: inhibitors | actives 0.44% (n = 230,000) | Gai1:RGS12 GoLoco peptide FP, rhodamine, 10 min | AID 880; active = well fitted inhibition curve with a large enough effect, not every such curve was filed as active; inactive = no such curve, though single readings can be large or run the other way; also: % is scaled to controls: 0 for no effect and ±100 for the full control effect; nearly all actives have a fitted effect of over 30% in size; many of its hits are not listed in these tables
# GAA inh = blocks human lysosomal alpha-glucosidase; Potency, µM (doses to about 76.9 µM), without a hit: at the highest dose activity change, negative = inhibition, most hits filed as inhibitors; actives 0.005% (n = 200,000); P10253; purified human GAA, 4-MU-alpha-glucoside fluorescence;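 also: plate controls were uninhibited enzyme wells for no effect and no-enzyme background for full effect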
#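 qHTS format, compound range up to 77 uM. Human lysosomal enzyme at 4 nM, 400 uM 4-MU glucoside substrate, pH 5.0, 20 min room temperature; fluorescence after alkaline stop gives activity normalized to controls.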
# aGlu spleen mod = inhibits or activates alpha-glucosidase in human spleen homogenate; P10253; human spleen homogenate, 4-MU-alpha-glucoside fluorescence; Potency, µM (doses to about 79.9 µM), without a hit: top-dose activity change, negative = inhibition, hits mostly inhibitors; actives 0.006% (n = 240,000); AID 2112;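 also: 0% = enzyme with vehicle and -100% = no enzyme basal signal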
#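 Human spleen homogenate (1 ug) incubated with compounds and 1 mM 4-methylumbelliferyl-alpha-D-glucopyranoside in pH 5.0 citrate/phosphate buffer, 37 C, 40 min. Stopped at pH 10; 4-MU fluorescence (Ex 365/Em 440 nm); AC50 by Hill fit.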
# GLA spleen mod = alpha-galactosidase A (human) modulation. Potency, µM (series often up to 80 µM), without a hit: top-dose activity change, negative = inhibition, hits mostly inhibitors. P06280. actives 0.008% (n = 240,000). human spleen homogenate, 4MU-alpha-Gal fluorescence, 40 min;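 also: 0% = enzyme with vehicle and -100% = no enzyme basal signal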
#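 Human spleen homogenate (1 ug) was the enzyme source, with 4-methylumbelliferyl-alpha-D-galactopyranoside (1 mM final) in pH 5.0 citrate buffer with 0.01% Tween-20. Compounds were titrated; after 40 min at 37C, NaOH/glycine stop, 4-MU fluorescence read; AC50 from Hill fits.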
# ALDH1A1 inh = blocks purified human ALDH1A1 activity; Purified ALDH1A1, NADH fluorescence, propionaldehyde substrate; Potency, µM (top dose mostly 75.3 µM), for inactives: at the highest dose activity, negative = inhibition, usual class: inhibitors; actives 7.3% (n = 220,000); active = well fitted inhibition curve with a large enough effect, not every such curve was filed as active; inconclusive = small, poorly fitted or top-dose-only effect, or another doubt; inactive = no such curve, though single readings can be large or run the other way;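 also: plate controls were no enzyme wells and a reference inhibitor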
# Target sequence (P00352 whole entry, looked up): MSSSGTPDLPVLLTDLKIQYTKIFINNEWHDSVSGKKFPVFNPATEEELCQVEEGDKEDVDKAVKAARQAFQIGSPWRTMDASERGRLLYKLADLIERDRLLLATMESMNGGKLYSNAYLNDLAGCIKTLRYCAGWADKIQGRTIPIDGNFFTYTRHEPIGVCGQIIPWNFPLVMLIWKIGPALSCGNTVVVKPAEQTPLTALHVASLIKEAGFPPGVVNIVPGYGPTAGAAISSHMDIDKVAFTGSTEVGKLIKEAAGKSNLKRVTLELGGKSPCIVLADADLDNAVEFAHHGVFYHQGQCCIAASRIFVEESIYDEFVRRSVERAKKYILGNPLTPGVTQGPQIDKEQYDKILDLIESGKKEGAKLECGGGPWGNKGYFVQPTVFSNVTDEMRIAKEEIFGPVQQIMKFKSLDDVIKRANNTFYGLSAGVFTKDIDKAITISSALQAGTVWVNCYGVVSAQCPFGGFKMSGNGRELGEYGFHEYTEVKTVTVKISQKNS
# GAA glycogen mod = inhibitors or activators of human alpha-glucosidase glycogen cleavage; Potency, µM (top dose mostly 76.4 µM), for inactives: at the top dose activity change, negative = inhibition, most hits filed as inhibitors; recombinant GAA, glycogen substrate, Amplex Red glucose oxidase fluorescence; actives 0.38% (n = 300,000); P10253;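 also: 0% = full enzyme reaction and -100% = no-enzyme basal signal; the screen sought inhibitors and activators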
#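 Natural-substrate format: glycogen cleavage by 4 nM human enzyme, glucose read by Amplex Red coupling (Ex 573, Em 610 nm). Normalized to enzyme and no-enzyme controls.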
# An asterisk follows results filed as active; ? = inconclusive; . = not tested or not shown; [ ] = dose if it differs, or a comment. Unless noted, calls follow the shape of the dose curve; as a rule, active = well fitted curve in the direction sought with a large enough effect; inconclusive = small, poorly fitted or top-dose-only effect, or another doubt; inactive = no such curve, though single readings can be large; an effect the other way counts as inactive or inconclusive. Potency is read from the fitted curve at half-maximal effect. Not all compounds are listed; rates above refer to the full screens.
SMILES	SMN2 splice up	KDM4E inh	RGS12 GoLoco inh	GAA inh	aGlu spleen mod	GLA spleen mod	ALDH1A1 inh	GAA glycogen mod
CC(C)(O)/C=C1/Oc2ccccc2C1N1CCCCC1 (stereo unspecified)	-14.4%	?	8.4%	-3.2%	-3.9%	-9.6%	-1.2%	6.2%
CCc1ccccc1NC(=O)c1cccc(NC(=O)/C=C/c2ccco2)c1	10.8%	3.8%	26.2%	5.8%	-6.3%	-0.4%	?	0.6%
O=C(O)/C(=C1\OC(=O)c2ccccc21)c1ccccc1	13.6%	-0.6%	10.4%	1.4%	-6.6%	-6.3%	-1.0%	-2.3%
COC(=O)c1ccc2c(=O)n(Cc3ccc(C(=O)NC(C)C)cc3)c(=S)[nH]c2c1	?	-11.4%	5.0%	-9.0%	-7.3%	1.9%	-11.8%	-2.9%
CCC(=O)N(Cc1ccc(S(N)(=O)=O)cc1)C1CC(=O)N(c2ccccc2)C1=O (stereo unspecified)	10.3%	-0.2%	9.3%	2.9%	-1.6%	-8.9%	13.2%	27.3%
CCOc1cc(S(=O)(=O)NC2CC2)c(OCC)cc1-n1cnnn1	2.1%	?	5.0%	1.2%	-1.5%	3.4%	?	6.0%
CN(C)S(=O)(=O)N(CC(=O)NCCSCc1ccccc1)c1ccccc1	-2.7%	4.9%	2.4%	-3.5%	4.4%	-7.7%	-2.1%	-5.0%
C/C=C/CSc1nc2c(c(=O)[nH]c(=O)n2C)n1CCC	1.8%	4.8%	6.2%	-0.7%	-0.7%	-0.1%	?	-1.2%
CCOC(=O)NC(=O)/C(C#N)=C\Nc1ccc(Cl)cc1Cl	-8.1%	5.6%	2.6%	-8.7%	6.8%	5.8%	-7.6%	-3.7%
Cc1cc(C)c(C#N)c(N2CCCC2)n1	0.1%	?	-3.6%	?	3.8%	8.9%	?	0.3%
Cc1ccc(Oc2nc3ccccn3c(=O)c2/C=C(\C#N)C(=O)NC2CCS(=O)(=O)C2)cc1 (stereo unspecified)	.	?	-0.5%	.	5.5%	24.6%	.	3.4%
CCOC(=O)N1CCN(c2ccc(Cl)cc2)CC1	-16.0%	3.1%	4.1%	-0.1%	1.7%	5.3%	5.3%	-2.3%
CC1CCC(C(=O)NNC(=O)c2cc(-c3ccco3)[nH]n2)CC1 (stereo unspecified)	6.7%	-5.2%	-8.9%	3.6%	-8.7%	-1.8%	0.3%	-0.5%
N=c1sccn1CC(=O)Nc1cccc2ccccc12	10.8%	2.2%	7.8%	-3.2%	1.8%	11.4%	10.6%	16.5%
COc1ccc(-n2c(=O)c(-c3cccc(F)c3)nc3cncnc32)cc1	.	.	4.8%	.	9.2%	10.8%	-4.3%	.
COc1cc(NC(=O)CSc2nc3ccccc3n2-c2ccccc2)c(C)cc1[N+](=O)[O-]	-29.6%	2.9%	55.5%[activator]	3.7%	0.5%	-2.0%	0.5%	-2.6%
CCn1c(SC(C)C(=O)NC2CCCc3ccccc32)nnc1-c1cccs1 (stereo unspecified)	-12.9%	-0.8%	11.1%	2.9%	-3.1%	-11.9%	-1.7%	-4.9%
CCCCN(C)C(=O)c1c[nH]c2ccc(S(=O)(=O)N3CCOCC3)cc2c1=O	18.7%	-3.3%	6.2%	8.5%	-2.8%	2.5%	?	0.2%
COc1ccccc1N1CCN(C(=O)CSc2nc(-c3ccco3)cc(C(F)(F)F)n2)CC1	10.7%	-24.1%	23.2%	-5.0%	-11.7%	4.4%	7.94µM*	-7.2%
COc1cc(C2=NOC(C(=O)N3CCCc4ccccc43)C2)cc(OC)c1OC (stereo unspecified)	2.1%	-6.3%	-4.4%	-10.0%	-1.4%	2.8%	?	3.9%
COc1cc(S(=O)(=O)n2cnc(C)c2)ccc1Cl	.	20.6%	13.7%	-7.1%	2.3%	8.8%	5.5%	-9.9%
Clc1ccc(Nc2nc3ccccc3n3nnnc23)cc1	-13.6%	?	10.0%	-1.5%	2.3%	-8.4%	3.0%	5.9%
COc1cccc2c1OC1(CCN(C(C)C)CC1)N1N=C(c3cccnc3)CC21 (stereo unspecified)	.	?	-7.4%	.	3.6%	7.8%	.	?
O=C(Nc1cc(Cl)ccc1Oc1ccccc1)c1ccccc1F	-22.6%	-0.3%	-4.1%	-1.9%	4.1%	7.8%	9.0%	4.5%

# ALDH1A1 inh, hit marks shown above.
Compound | SMN2 splice up | KDM4E inh | RGS12 GoLoco inh | aGlu spleen mod | GLA spleen mod | ALDH1A1 inh
COc1ccccc1N1CCN(C(=O)CSc2nc(-c3ccco3)cc(C(F)(F)F)n2)CC1 | 10.7% | -24.1% | 23.2% | -11.7% | 4.4% | 7.94µM*

# Some of the entries so far, with two lines to a compound.
# Every second line gives: SMN2 splice up, KDM4E inh, RGS12 GoLoco inh, GAA inh, aGlu spleen mod, GLA spleen mod, ALDH1A1 inh, GAA glycogen mod
- COc1cc(C2=NOC(C(=O)N3CCCc4ccccc43)C2)cc(OC)c1OC (stereo unspecified)
  2.1%, -6.3%, -4.4%, -10.0%, -1.4%, 2.8%, ?, 3.9%
- CCn1c(SC(C)C(=O)NC2CCCc3ccccc32)nnc1-c1cccs1 (stereo unspecified)
  -12.9%, -0.8%, 11.1%, 2.9%, -3.1%, -11.9%, -1.7%, -4.9%

# Further entries follow:
SMILES	SMN2 splice up	KDM4E inh	RGS12 GoLoco inh	GAA inh	aGlu spleen mod	GLA spleen mod	ALDH1A1 inh	GAA glycogen mod
CCn1c(=O)c(-c2nc3ccccc3[nH]2)c(O)c2ccccc21	18.3%	?	10.9%	?	5.4%	6.3%	?	-16.5%
COc1ccc(NC2C=CS(=O)(=O)C2)cc1 (stereo unspecified)	-12.2%	-0.8%	9.4%	3.6%	7.6%	12.4%	0.0%	-14.6%
Cc1ccccc1NC(=O)C1c2ccccc2Oc2ccccc21	-2.1%	14.7%	4.6%	1.7%[15.4 µM]	-9.1%	5.9%	3.9%	-3.5%
Cc1cc(NC(=O)CCC(=O)N(CCc2ccccc2)C(C(=O)NC2CCCC2)c2ccco2)no1 (stereo unspecified)	-16.9%	-4.6%	4.1%	-10.2%	-9.3%	-4.6%	-3.6%	-3.4%
CCCC(=O)Nc1nnc(SCC(=O)Nc2ccc3c(c2)OCCO3)s1	-4.9%	-3.9%	5.2%	-1.2%	.	-8.2%	4.6%	3.0%
Cc1ccc(OCC(=O)N2CCN(S(=O)(=O)c3ccccc3[N+](=O)[O-])CC2)cc1	-2.3%	-19.0%	-2.5%	?	-2.1%	-9.5%	-1.8%	-7.6%
Oc1[nH]c2ccccc2c1/C=N/N1CCCCC1	-12.3%	?	-4.3%	2.1%	-4.3%	4.4%	-8.3%	?
CCOC(=O)N1CCN(C(=O)c2cn(CC)c3ccc(S(=O)(=O)N4CCCCC4)cc3c2=O)CC1	9.7%	2.5%	1.3%	-11.4%	4.3%	0.2%	-1.1%	-0.1%
CCc1ccc(C(=O)COC(=O)c2cccs2)cc1	-10.7%	-0.4%	6.0%	-8.4%	1.3%	3.7%	?	3.2%
CCN(CC)C(=O)CSc1nc2cc3c(cc2c(=O)n1CCCC(=O)NCCc1ccc(OC)c(OC)c1)OCO3	-26.8%	-4.8%	-13.7%	7.4%	0.9%	-2.2%	-5.1%	-14.4%
CCCCN(C)C(=O)CCCc1c[nH]c2ccccc12	?	-1.5%	8.6%	-6.3%	-9.9%	1.7%	6.5%	1.7%
Cc1ccc2cc3c(NC(=O)c4ccco4)nn(CC(C)C)c3nc2c1	-13.1%	?	21.1%	2.9%	-9.3%	6.4%	?	2.2%
Cc1nc2scc(-c3cccs3)c2c(=O)o1	3.2%	3.5%	-4.4%	6.6%	-1.8%	-3.0%	-5.7%	-6.0%
O=C(CC(C(=O)O)C1CCCO1)NCCc1ccc2c(c1)OCO2 (stereo unspecified)	-1.0%	1.4%	10.5%	5.7%	-1.0%	2.9%	7.6%	10.0%
C=C1SC(=Nc2ccccc2Cl)N(C(=O)c2sc3ccccc3c2Cl)C1(C)C	.	21.8%	-0.5%	4.4%	4.4%	0.7%	23.8µM*	6.8%
COc1ccc(N2C(=O)c3ccccc3NC2c2ccc(OC)c(Cn3cc([N+](=O)[O-])cn3)c2)cc1 (stereo unspecified)	.	2.8%	-11.7%	.	-1.8%	1.7%	.	-4.4%
CCCOC(=O)/C(C)=N\NC(=O)c1ccco1	-6.4%	2.5%	3.9%	-3.1%	-2.9%	-7.0%	1.2%	-6.8%
COc1ccc(C2=NCN(c3ccc(C)cc3)C(=S)N2)cc1	?	-1.5%	6.9%	-6.0%	-13.9%	2.6%	2.9%	0.5%
COc1ccc(CNC(=O)NC2CCCCC2)cc1	?	2.1%	5.2%	1.7%	3.0%	4.2%	7.3%	3.8%
CCOc1ccc(C(=O)NCC(=O)OC(C)C(=O)NCc2ccco2)cc1OCC (stereo unspecified)	10.4%	1.6%	4.5%	?	2.5%	4.2%	0.0%	8.5%
CCOCCCn1c(=NC(=O)c2ccco2)c(C(=O)OCC)cc2c(=O)n3cccc(C)c3nc21	.	?	-2.8%	.	5.7%	?	.	0.9%
Cc1ccc(C)c(-n2cc(CN3CCCN(C=O)CC3)c(-c3ccccc3)n2)c1	.	-13.4%	-4.3%	-15.6%	1.4%	-0.2%	-3.1%	3.6%
COc1ccccc1-n1cnc2cc(NC(C)=O)ccc21	17.3%	-0.2%	-6.8%	-0.6%	-3.6%	-3.1%	2.1%	1.1%
Cc1c(C)[n+](=O)c2c(n1[O-])CCCCC2	-6.8%	1.6%	2.8%	-2.4%	-3.0%	-0.9%	7.0%	8.8%
O=C(CNC(=O)/C=C/c1ccccc1)N=Nc1c(O)n(Cc2ccccc2)c2ccccc12	-11.5%	2.0%	-5.9%	-9.2%	-6.2%	-15.2%	3.55µM*	8.3%
CC(C)n1c(O)c(N=NC(=O)C2COc3ccccc3O2)c2ccccc21 (stereo unspecified)	.	0.8%	8.6%	12.7%	-1.6%	-4.6%	?	1.1%
Cc1ccc(Cl)c(OCC(=O)Nc2ccc3c(c2)OCCO3)c1	17.8µM*	3.9%	5.5%	-9.7%	-5.0%	6.3%	2.2%	-20.9%
C=CCOC(=O)COc1ccc2c(C)c(C)c(=O)oc2c1	10.0%	?	-2.0%	-3.7%	1.7%	-3.4%	?	12.8%
CC(Oc1ccccc1)C(=O)N1CCCc2ccccc21 (stereo unspecified)	-7.8%	4.6%	5.8%	3.9%	-7.4%	-4.0%	1.2%	-4.0%
